# Assay outcomes: PubChem, several laboratories
# GSK3 alpha inh: inhibitors of human GSK-3 alpha kinase; ADP-Glo luminescence, 60 min; inhibition, % at 10 µM; 320,000 tested, 0.1% active; AID 2650;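 in the data active means inhibition above about 50%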;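 further: GST-tagged GSK-3 alpha with peptide substrate and 25 µM ATP; 0% = DMSO neutral wells and 100% = GW8510 positive control wells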
# Target sequence (P49840 whole entry, looked up): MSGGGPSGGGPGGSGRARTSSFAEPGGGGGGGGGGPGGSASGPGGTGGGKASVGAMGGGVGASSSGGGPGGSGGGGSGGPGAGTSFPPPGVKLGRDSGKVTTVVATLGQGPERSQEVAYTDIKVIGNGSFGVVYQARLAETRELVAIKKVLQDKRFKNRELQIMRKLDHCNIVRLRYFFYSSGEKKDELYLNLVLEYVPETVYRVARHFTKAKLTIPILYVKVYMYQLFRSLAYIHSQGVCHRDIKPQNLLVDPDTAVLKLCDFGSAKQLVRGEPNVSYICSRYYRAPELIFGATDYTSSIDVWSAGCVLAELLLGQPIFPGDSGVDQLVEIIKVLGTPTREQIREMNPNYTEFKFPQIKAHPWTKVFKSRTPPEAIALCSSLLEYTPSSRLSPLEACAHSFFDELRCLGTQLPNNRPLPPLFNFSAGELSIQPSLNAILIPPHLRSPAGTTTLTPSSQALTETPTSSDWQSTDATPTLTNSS
# KLF5 inh: suppresses KLF5 promoter-driven expression. DLD-1 KLF5 promoter-luciferase reporter, luminescence. inhibition, % at 5 µM. 290,000 tested, 0.23% active. AID 1700;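 active means inhibition above a per-plate limit of that plate's mean compound inhibition plus 3 SD, cut at about 60% in these data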;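 further: 0% = DMSO wells and 100% = LY294002 at 200 µM; higher means less KLF5 promoter-driven luciferase light; inactives centre near -14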
# Dyrk1A ADPGlo: Dyrk1A (rat) kinase inhibition | ADP-Glo luminescence, NFATc1 peptide | AID 504441 | Q63470 | 310,000 tested, 0.43% active | inhibition, % at 12.5 µM; in the data active means inhibition above about 50%;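 further: plate controls were vehicle with enzyme for no effect and no enzyme for full effect; many of its hits are not listed in these tables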
# GSK3B inh: human GSK3beta kinase inhibition | P49841 | GST-GSK3beta kinase, ADP-Glo luminescence, 60 min; hits give low values | activity score (negative = inhibition), % at 10 µM | 300,000 tested, 0.038% active | AID 2097;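 active means more than half of replicate wells score below -50%, meaning over 50% inhibition versus plate controls; inconclusive means some replicates but at most half score below -50%; inactive means no replicate scores below -50%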;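 further: 0% = median DMSO wells and -100% = median GW8510 positive control wells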
# Target sequence (P49841 whole entry, looked up): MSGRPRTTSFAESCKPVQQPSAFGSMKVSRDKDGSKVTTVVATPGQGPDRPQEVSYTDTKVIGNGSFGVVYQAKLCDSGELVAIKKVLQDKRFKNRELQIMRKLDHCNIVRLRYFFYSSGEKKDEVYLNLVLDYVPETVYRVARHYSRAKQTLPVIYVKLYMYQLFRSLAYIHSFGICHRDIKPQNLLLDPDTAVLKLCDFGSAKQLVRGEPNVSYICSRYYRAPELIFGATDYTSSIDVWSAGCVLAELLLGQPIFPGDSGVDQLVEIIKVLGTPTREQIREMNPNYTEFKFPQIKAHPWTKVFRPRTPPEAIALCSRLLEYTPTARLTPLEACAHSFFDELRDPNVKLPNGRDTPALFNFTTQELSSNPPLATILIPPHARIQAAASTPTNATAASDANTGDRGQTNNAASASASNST
#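 Assay system: GST-fused GSK3beta enzyme, cell-free / Medium: Tris pH 7.5 buffer with MgCl2, DTT, BSA, heparin / Also added: peptide substrate plus 25 µM ATP (final) / Compound: 10 µM single point / Timing: kinase reaction with compound 60 min at room temperature / Detection: ADP-Glo luminescence / Benchmarks: DMSO neutral wells and GW8510 at 20 µM as positive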
# HSF1 inhib: HSF1 inhibition | 300,000 tested, 0.77% active | activity change, negative = inhibition, % at 7.5 µM (by protocol) | NIH3T3-HGL HSE-luciferase, MG132-induced, luminescence 8 h; hits give low values;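 active means more than half of replicate wells show activity change below -50%, luminescence cut by over half; inconclusive means some wells, but at most half, below -50%; inactive means no replicate well below -50%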;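 further: luciferase reports HSF-1 transcriptional activity via heat shock element; 0% = median of DMSO wells and -100% = zero luminescence signal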
# aSyn UTR inh: 5' untranslated region of α-synuclein, MLPCN primary screen. alpha-synuclein 5'UTR reporter, inhibitor activity. inhibition, % (tested at 7.5 µM). 300,000 tested, 0.82% active; in the data active means inhibition above about 60%; inconclusive means no clear call, values can overlap the other calls;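 further: H4 neuroglioblastoma cells stably carrying SNCA 5'UTR luciferase fusion; 0% = DMSO wells and 100% = positive control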
# Platelet DG rel: modulates dense granule release in human platelets; AID 1663; human platelet-rich plasma, SFLLRN dense granule ATP release, luminescence; 300,000 tested, 0.22% active; inhibition, %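 (compounds screened at 7.5 µM in platelet-rich plasma)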;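 active means mean replicate score, as percent of positive control, at or above 50; inconclusive means mean below 50 but at least one replicate at or above 50; inactive means mean and every replicate below 50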
# HSF1 activator: increases HSF-1 driven luciferase reporter signal; AID 504408; NIH3T3-HGL HSF-1 luciferase reporter, MG132, 8 h; 100% = twice DMSO control signal; activation, % at 9 µM; 300,000 tested, 1.7% active;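 active means mean replicate activation of at least 50% with a set share of replicates each reaching 50%; inconclusive means only one of those two conditions met; inactive means mean below 50% and too few replicates reaching it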;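 further: 0% = median of the neutral control wells and 100% = twice that signal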
# HSP90 inh: HSP90 refolding inhibition in rabbit reticulocyte lysate | inhibition, % at 5.6 µM | luciferase refolding luminescence, 3 h | 290,000 tested, 0.91% active | AID 1789;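 active means inhibition above the screen-wide mean plus 3 SD, computed separately per campaign, cut at about 16% in these data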;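 further: 0% = DMSO wells and 100% = 60 µM geldanamycin wells; inhibitors lower the luminescence because luciferase stays unfolded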
# IEC-6 tox: IEC-6 cytotoxicity, counter-screen for KLF5 inhibitors. AID 1825. luminescence viability. 290,000 tested, 0.78% active. inhibition, % at 5 µM; in the data active means inhibition above about 22%;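 further: 0% = plate median of test compound wells and 100% = cytotoxic reference compound wells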
# * = called active by the depositor; ? = inconclusive; . = not tested or not shown. A portion of the library, so the mix of outcomes need not match the whole.
SMILES,GSK3 alpha inh,KLF5 inh,Dyrk1A ADPGlo,GSK3B inh,HSF1 inhib,aSyn UTR inh,Platelet DG rel,HSF1 activator,HSP90 inh,IEC-6 tox
CC(CC(=O)Nc1nnc(C(C)(C)C)s1)c1ccccc1 (stereo not drawn),-3.8,-6.2,2.7,-25.0,-2.0,-9.3,0.6,-8.5,-1.2,-5.2
CC1CN(C(=O)Cn2c(C(F)(F)F)nc3ccccc32)CC(C)O1 (stereo not drawn),2.6,-21.4,-0.7,0.3,1.8,-5.0,-1.5,0.7,5.0,1.1
Cc1ccccc1Cc1c(C)nc2nc(SCC(=O)NCc3ccco3)nn2c1C,-1.8,1.3,2.7,3.7,-1.9,2.4,0.6,-9.2,-1.5,-5.9
COc1ccc(CNC(=O)CCCCCNC(=O)N2CCn3c2nc2ccccc23)cc1,-0.7,-12.4,3.3,0.8,?,-4.4,-3.2,-68.9,-3.3,-4.5
Cc1[nH]c2ccccc2c1/C=N/Nc1nncn1N,-0.1,-27.1,9.6,0.3,.,.,0.6,.,78.3*,101.9*
CCCn1c(SCC(=O)NCCc2ccc(Cl)cc2Cl)n[nH]c1=O,9.5,-0.1,.,-3.9,19.5,-4.8,-1.7,9.8,-1.3,-2.4
COc1ccc(C2C(=O)N(C3CCCCC3)CC(=O)N2C2CCCC2)cc1 (stereo not drawn),-1.2,-9.6,1.0,3.2,5.5,2.5,2.6,15.1,0.3,0.3
Clc1ccc(Nc2c3c(nc4ncnn24)CCC3)cc1,11.5,-26.3,.,-5.6,0.4,43.8,-1.6,7.8,0.2,0.8
Cc1cccc(OCc2n(CC(=O)OC3CC(C)CCC3C(C)C)c3ccccc3[n+]2C)c1 (stereo not drawn),22.2,-15.8,3.2,-14.1,3.1,?,-3.2,5.9,5.5,-0.5
CC(C)(C)c1ccc(C(=O)NCCCN2CCN(CCCNC(=O)c3ccc(C(C)(C)C)cc3)CC2)cc1,-0.7,-14.8,-1.8,-1.8,-2.1,-9.7,-3.1,-0.5,-0.8,-5.4
COc1cc(Cl)nn(-c2ccccc2)c1=O,-1.9,14.5,5.4,2.9,-4.8,1.1,8.9,2.8,-4.0,-7.0
Cc1occc1C(=O)NCCCCNC(=O)c1ccoc1C,-1.7,-4.9,-9.8,3.6,-4.3,13.6,-1.9,6.5,1.8,6.0
O=C(Nc1ccccn1)c1ccc(Cl)c(S(=O)(=O)N2CCCC2)c1,1.2,.,20.5,-1.2,3.9,-61.3,6.0,9.4,.,.
Cc1ccc2nc(-c3ccccc3)cc(C(=O)N3CCc4ccccc4C3)c2c1,-1.0,-14.8,-18.5,2.3,10.8,-50.7,-1.5,17.0,1.1,2.3
Cc1ccc(S(=O)(=O)NC2=NCN(CCN3CCOCC3)CN2)cc1,-1.8,-25.3,-2.2,1.0,-0.5,-16.8,1.5,23.2,-3.2,-5.7
CC(=O)c1ccc(N2CCN(C(=O)c3c(-c4ccccc4Cl)noc3C)CC2)cc1,-3.6,-17.3,-2.3,-4.9,-11.3,3.9,10.8,5.3,1.2,-3.2
COc1nc(Nc2nc3ccccc3c(=O)[nH]2)nc2ccc(C)cc12,-0.2,-24.8,5.9,-3.4,6.0,89.9*,8.0,-0.8,4.3,-7.1
CSc1nsc(SCC(=O)Nc2ccc(C(=O)O)cc2)n1,0.9,-17.1,-1.9,3.2,-0.9,-15.6,14.6,16.8,0.1,-3.4
CN(C)C(CNC(=O)CCCc1c[nH]c2ccccc12)c1ccco1 (stereo not drawn),-1.7,-40.5,6.2,5.7,-2.1,-28.6,6.4,17.2,-0.6,-0.7
COc1cc(NC(=O)C2CC(c3ccccc3Cl)=NO2)cc(OC)c1OC (stereo not drawn),-0.7,-19.4,1.3,0.3,0.7,4.2,-2.3,3.1,-2.6,6.8
Cc1ccccc1NC(=O)CSc1nc2n(n1)CCCCC2,-2.8,-27.0,-1.9,1.1,-6.4,3.6,4.1,24.0,0.8,-7.0
CCOc1ccc(NC(=O)CS(=O)(=O)c2cn(C)c3ccccc23)cc1,-1.2,2.9,3.0,2.7,-2.5,21.4,-1.2,-19.3,0.8,11.0
CCN1C(=O)[C@H]2[C@@H](c3ccc(-c4ccccc4)cc3)N[C@@](C)(C(=O)OC)[C@H]2C1=O,-0.7,.,-5.8,2.1,0.1,18.4,-1.0,0.8,.,.
O=C(COc1ccc(S(=O)(=O)NC2CCCCC2)cc1)Nc1ccc2c(c1)OCCO2,-3.5,-4.4,-0.5,-1.6,-0.2,11.9,2.2,-5.0,0.6,-2.3
CC(C)/C(=N\NC(=O)Nc1ccccc1)c1ccccc1,-1.1,-88.3,-1.0,-0.4,-6.1,-69.6,-8.4,-5.5,0.2,1.9
O=C1OC(NC(=O)c2ccccc2)C(N2CCOCC2)=C1Cl (stereo not drawn),-2.3,5.1,1.6,0.9,-0.2,9.1,-5.2,-9.2,-23.2,6.1
O=C(NC1CCC(=O)N(CCOc2ccccc2)CC1)OCc1ccccc1 (stereo not drawn),0.2,-11.5,-1.1,-1.6,3.1,-23.0,1.6,-2.0,-2.5,0.8
CC(=O)c1c(C)[nH]c(C(=O)NCCN2CCC(C)CC2)c1C,2.4,-0.9,2.8,4.6,-2.8,-14.3,-5.8,-9.5,-2.8,-4.3
CCN(CC)c1ccc(C(=O)N/N=C/c2ccc(OC)cc2OC)cc1,-0.7,-8.1,-0.4,-0.2,0.3,10.8,3.3,2.5,7.5,1.0
COC(=O)CCCC1=CC2=C(c3ccccc3)C(=O)C(C)(OC(=O)C3CCCC3)C(=O)C2=CN1CC(C)C (stereo not drawn),1.4,.,7.7,-4.3,5.5,2.3,-0.3,10.9,.,.
CC(C)=C1C(=O)NN(c2ccc(F)c(Cl)c2)C1=O,-2.7,7.0,-0.3,1.7,3.1,22.3,1.2,-0.1,-5.2,-5.2
O=C(CN1C(=O)COc2ccc(S(=O)(=O)N3CCCC3)cc21)NC1CCCCCCC1,-0.2,-3.3,.,0.1,6.9,-4.7,3.8,11.3,2.0,-8.3
Cc1cc(C(=O)c2ccc(Cl)cc2)c(NC(=O)CCl)s1,-1.9,-33.9,5.0,2.7,8.7,28.1,5.2,11.2,-3.3,-4.3
Cc1ccc(NC(=O)c2ccc(F)cc2F)cc1NS(C)(=O)=O,0.2,-12.4,.,-0.4,-5.5,-27.9,8.6,6.9,-1.5,4.9
O=C(Nc1nnc(C2COc3ccccc3O2)o1)c1ccc(F)cc1 (stereo not drawn),-1.5,-6.4,4.0,4.0,-0.8,-3.2,2.7,6.0,2.4,8.8
CC(Sc1ccc(Cl)cc1)C(=O)NNC(=O)c1csc(N2CCOCC2)n1 (stereo not drawn),-1.0,-22.6,-5.3,5.7,-1.1,-0.7,8.8,-4.4,-1.5,2.0
Cc1cc(N2CCN(Cc3nc(-c4ccc(Cl)cc4)oc3C)CC2)cc(C)n1,0.9,-13.0,0.2,-1.2,5.5,-4.8,-2.0,0.5,4.2,9.9
CCCN(CC(=O)Nc1ccccc1C)C(=O)c1cc(=O)[nH]c2ccccc12,-1.1,1.1,7.0,0.9,-9.0,27.2,-14.0,-1.0,1.6,-3.5
COCCC(=O)NC12CC3CC(CC(C3)C1)C2,-1.8,21.7,-4.9,1.3,-28.7,-1.8,4.6,-44.3,-0.1,0.3
COc1ccc(C(=O)NC(=S)NNC(=O)c2ccc(O)cc2)cc1[N+](=O)[O-],2.9,-39.5,1.0,-4.0,4.7,4.9,3.6,10.3,0.9,-0.5
CCOC(=O)c1cc2cc(CC(=O)c3ccc(OCC)cc3O)ccc2o1,1.3,-5.4,-4.5,-2.0,5.6,-14.9,-2.7,27.5,-2.5,0.3
O=C(C1CCCN(C2CC(=O)N(c3ccc(Cl)cc3)C2=O)C1)N1CCCC1 (stereo not drawn),-2.3,-20.1,6.5,3.7,2.9,-6.8,18.5,-6.6,-7.8,-10.4
N#Cc1cnn(Cc2ccccc2)c1/N=C/N1CCOCC1,-5.8,-22.1,-0.6,-0.5,-7.8,8.0,-6.8,-9.6,6.1,3.0
COc1ccc(S(=O)(=O)N(C)CC(=O)NCCc2ccccc2)cc1OC,-4.0,-15.7,-6.4,-1.3,-2.7,2.7,-1.3,0.8,-6.9,0.0
COc1ccc(N2CCN(C(=O)c3ccc4nc(N5CCCCC5)sc4c3)CC2)cc1,-0.4,-48.1,9.1,2.2,-9.5,-192.1,5.4,-21.4,19.3*,-8.9
Brc1cccc(CNn2cnnc2)c1,-3.8,.,-12.4,1.8,0.4,11.2,-4.1,18.6,.,.
CC(=O)Nc1cccc(NC(=O)CSc2nnnn2C)c1,.,-31.2,.,-0.7,-10.7,9.0,-5.5,-29.4,-1.6,2.5
CC(C)N(C(=O)CSc1nnc(CSc2ncccn2)n1C)C(C)C,-0.6,-11.6,-5.1,-0.2,-5.7,19.1,5.3,-2.5,3.2,4.3
O=C1c2cc(S(=O)(=O)N(CCO)CCO)ccc2-c2ccc(S(=O)(=O)N(CCO)CCO)cc21,-2.2,.,-4.1,-0.4,-0.3,-12.8,-13.0,-6.7,.,.
COc1ccc(C(=O)Nc2nnc(CC(=O)N/N=C/c3ccc(O)cc3O)s2)cc1,-1.7,-34.4,0.5,1.1,2.6,-20.5,1.0,1.6,1.2,-4.9
COc1ccc2c(c1)CC/C2=N\NC(=O)c1ccccc1,-1.6,-61.7,-2.5,0.3,10.0,-111.3,34.0,17.5,-0.7,1.3
Cc1cc(C)c2[nH]c(=O)c(CN(CC3CCCO3)C(=O)c3cnccn3)cc2c1 (stereo not drawn),1.4,-4.0,4.3,-3.8,-1.3,11.6,20.8,-3.8,2.5,-7.6
COc1cc(C)ccc1OCCCCOc1ccccc1C(C)=O,-2.6,-9.0,1.7,0.5,2.2,-31.6,3.0,4.5,-7.5,8.5
Cc1ccc(C(=O)Nc2ccc(C(F)(F)F)n(C)c2=O)cc1,-6.3,-24.7,1.9,-5.3,12.6,-144.6,18.8,1.8,0.2,-1.7
Cc1cc(C(=O)NC2CCCN(Cc3ccc(Cl)cc3)C2)c(C)o1 (stereo not drawn),-2.0,-11.9,0.2,-0.4,3.1,-0.3,-4.0,6.0,3.4,-0.1
O=C(CSc1n[nH]c(=O)n1C1CC1)c1ccc2c(c1)OCCO2,-1.9,-37.7,.,-1.9,25.6,-60.0,20.2,?,0.5,-2.0

# Some of these compounds in order of length of the SMILES, lowest first.
SMILES,GSK3 alpha inh,KLF5 inh,Dyrk1A ADPGlo,GSK3B inh,HSF1 inhib,aSyn UTR inh,Platelet DG rel,HSF1 activator,HSP90 inh,IEC-6 tox
COc1cc(C)ccc1OCCCCOc1ccccc1C(C)=O,-2.6,-9.0,1.7,0.5,2.2,-31.6,3.0,4.5,-7.5,8.5
O=C(Nc1ccccn1)c1ccc(Cl)c(S(=O)(=O)N2CCCC2)c1,1.2,.,20.5,-1.2,3.9,-61.3,6.0,9.4,.,.
CC(C)(C)c1ccc(C(=O)NCCCN2CCN(CCCNC(=O)c3ccc(C(C)(C)C)cc3)CC2)cc1,-0.7,-14.8,-1.8,-1.8,-2.1,-9.7,-3.1,-0.5,-0.8,-5.4
